# Screens as filed in PubChem BioAssay.
# PAX8 inh HTS: lowers PAX8-driven luciferase in RMG-I cells; RMG-I TPO-luciferase reporter, SteadyGlo, 24 h; inhibition, % at 12.6 µM; actives 1.2% (n = 360,000);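 active = mean replicate inhibition at least 60% with every replicate also reaching 60%; inconclusive = only one of the two criteria is met; inactive = mean below 60% and not all replicates reaching 60%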;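 note: luciferase light reporting Pax8 driven TPO promoter activity; plate controls were median of neutral control wells for no effect and mitoxantrone controls for full effect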
# EWS-Fli inh: blocks EWS/Fli oncoprotein-driven transcription; inhibition, % at 12.6 µM; actives 0.67% (n = 350,000); A673 NR0B1-luciferase reporter, viability-normalised;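 active = mean inhibition of at least 50% after viability correction, with every replicate also passing that limit; inconclusive = mean reaches 50% but only one of two replicates passes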;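 note: firefly luciferase signal divided by Alamar Blue viability fluorescence both relative to DMSO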
# CASP6 VEID inh: caspase-6 (human) enzyme inhibition; P55212; purified caspase-6, Z-VEID-R110 cleavage fluorescence; inhibition, % at 12.5 µM; actives 0.53% (n = 350,000); AID 686996;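 active = mean inhibition across replicates at least about 35%, with every replicate also reaching that limit, limit read from the data; inconclusive = only one of the two criteria met; inactive = neither criterion met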;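 note: 0% = median of neutral control wells and 100% = no fluorescence left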
# Target sequence (P55212 24-179 limits assumed): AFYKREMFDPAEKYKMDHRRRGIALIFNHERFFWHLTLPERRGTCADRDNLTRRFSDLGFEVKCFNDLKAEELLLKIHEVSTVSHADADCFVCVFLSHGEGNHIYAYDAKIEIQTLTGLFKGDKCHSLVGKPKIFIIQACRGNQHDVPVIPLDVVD
# Target sequence (P55212 194-293 limits assumed): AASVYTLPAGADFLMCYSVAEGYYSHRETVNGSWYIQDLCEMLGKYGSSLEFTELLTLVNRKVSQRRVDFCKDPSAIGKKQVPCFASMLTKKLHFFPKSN
# Cneo AK release: causes C. neoformans cell lysis; adenylate kinase release luminescence, 4 h; normalised: neutral wells 0, clomiphene wells 100; lysis activity, % at 15 µM; actives 0.2% (n = 360,000);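 active = mean lysis activity across replicates of at least 80%, whatever share of replicates individually reach that level; inactive = mean lysis activity below 80%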
#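 Material: C. neoformans cells; Schedule: 4 h static compound exposure, 37 °C, read 1 h post-reagent; Measured by: adenylate kinase release luminescence; Read-out: signal increase indicating cell lysis; Controls: Clomiphene as positive lysis control.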
# LGR2 inh: inhibitors of bursicon-induced Drosophila LGR2 receptor cAMP signaling; inhibition, % at 9.99 µM; HEK293 LGR2, CRE-luciferase, bursicon-stimulated, 4 h; AID 720647; actives 0.35% (n = 380,000);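 active = drop in luminescence signal, shown as inhibition above about 50% in the replicate tests, limit read from the data, passing the limit was not always enough; inconclusive = probably only some replicates passing the limit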;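 note: agonist challenge used bursicon conditioned medium at about half maximal strength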
# PGC1a acetyl inh: lowers PGC1a acetylation signal in U2OS cells; actives 0.17% (n = 350,000); AlphaScreen anti-acetyl-lysine; with virally co-expressed GCN5 acetyltransferase; inhibition, % at 15.6 µM;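 active = every replicate shows inhibition of at least 40%; inconclusive = mean inhibition at least 40% but some replicate below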;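 note: 0% = neutral control wells and 100% = positive control wells; some results beyond the cut were filed as inactive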
# miR122 inh: miR-122 inhibition in Huh7 cells | Huh7 miR-122 Renilla luciferase sensor, 48 h; neutral wells = 0, positive control = 100 | activation (reporter increase), % at 12.5 µM | actives 0.3% (n = 340,000) | AID 602342;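 active = mean replicate activation score at least 90 and every replicate individually at or above 90; inconclusive = only one of the two criteria met; inactive = neither criterion met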;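 note: higher luciferase means less miR-122 activity so hits act as miR-122 inhibitors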
# FN deposit inh: fibronectin deposition inhibition. AH1F fibroblasts, Alexa488-fibronectin deposition fluorescence, overnight. inhibition, % at 12.6 µM. actives 0.086% (n = 350,000);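 active = mean inhibition across replicates of 30% or more, regardless of how many single replicates reach that level; inconclusive = mean under 30% yet at least half of replicates reach 30%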;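 note: positive control wells lacked labelled fibronectin entirely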
#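 Assay system: AH1F fibroblasts / Quantity: 10000 cells per well / Medium: DMEM plus 2% serum, read in PBS / Reagent: labelled fibronectin 24 nM / Dosing: single dose, pinned / Times: 1 h cell attachment, overnight exposure to compound and label / Signal: fluorescence, ex 485 nm, em 525 nm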
# * hit, by the source's call; ? = inconclusive; . = not tested or not shown; & = joins results of further samples; [ ] = dose if it differs, or a comment.
# Each structure is followed by: PAX8 inh HTS	EWS-Fli inh	CASP6 VEID inh	Cneo AK release	LGR2 inh	PGC1a acetyl inh	miR122 inh	FN deposit inh
> Cc1ccccc1S(=O)(=O)N1CC(=O)N2[C@H](CO)[C@H](c3ccc(C#CCN(C)C)cc3)[C@H]2C1
→ .	10	1	.	-3	3	.	.
> O=c1[nH]cnc(CN2CCCCC2)c1O
→ -10	-7	-5	.	8	.	.	.
> CNc1snc(C)c1C(=O)OCC(=O)N(C)c1ccccc1
→ 3	0	3	-1	7	-7	5	-3
> Cc1cc(C)cc(NC(=O)CN2CCN(C(=O)c3cccs3)CC2)c1
→ 12	-1	-2	0	22	.	-6	7
> CC1(C)CC(=O)c2c(O)cc(OCC(=O)NCCc3ccc(S(N)(=O)=O)cc3)cc2O1
→ .	4	5	-1	-2	0	-1	.
> COCC(=O)N(C)C[C@@H]1Oc2cc(-c3ccc(C#N)cc3)ccc2S(=O)(=O)N([C@@H](C)CO)C[C@@H]1C
→ 3	5	2	-2	-18	-2	-15[16.7 µM]	6
> NC(=O)CC(NC(=O)Cc1ccc(Br)cc1)c1ccc(NCCN2CCCC2)c([N+](=O)[O-])c1 (centres undefined)
→ 1	-4	-2	-2	-11	15	-5	9
> CCOC(=O)C1=C(C)NC(C)=C(C(=O)OCC)C1C(=O)OC1CCOC1=O (centres undefined)
→ .	-1	-3	3	0	1&3	-7&4	2
> COc1ccc2ccccc2c1CNC(=O)CC1C(=O)NCCN1CC(C)C (centres undefined)
→ 10	1	-1	-1	2	-4	-5	8
> COc1ccccc1S(=O)(=O)N[C@@H]1C=C[C@H](CC(=O)N2CCOCC2)O[C@H]1CO
→ -6	-1	-1	13	7	4	.	2
> Cc1[nH]c(-c2ccccn2)nc(=S)c1Cl
→ 14	13	-1	0	20	8	-6	2
> CSc1ccc(COC(=O)CCS(=O)(=O)c2ccc(C)cc2)cc1
→ -7	-3	-5	0	4	-16	-7	-2
> COC(=O)[C@@]12C[C@@H](CC(=O)NCc3cccc4ccccc34)C(=O)N(Cc3ccc4c(c3)OCO4)C1=CCC(C)(C)C2
→ 13	-9	-2	.	29	.	.	-7
> COc1ccc(S(=O)(=O)N2CCC(C(N)=O)CC2)cc1C(=O)N1CCCCCC1
→ 1	-5	4	.	1	.	8	-1
> Cn1cc(C(=O)N/N=C/c2ccc(Br)c([N+](=O)[O-])c2)c2ccccc21
→ 5	6	0	-1	.	4	-3	4
> COc1ccc(Cn2c(=S)[nH]c3cc(C(=O)N4CCCCC4)ccc3c2=O)cc1
→ -6	-2	3	3	-15	2	-2	-2
> CCCCN(C(=O)CSc1nnc(-c2ccccc2OC)n1C)c1c(N)n(Cc2ccccc2)c(=O)[nH]c1=O
→ 35	4	2	.	11	.	.	-5
> C[C@H]1[C@@H](c2ccccc2)Oc2ccc(Cl)cc2S(=O)(=O)N1Cc1cccc(Cl)c1
→ -6	3	2	.	-11	.	.	4
> CCN1C/C(=C\c2cc(OC)c(OC)c(OC)c2)C2=NN(c3ccccc3)C(c3cc(OC)c(OC)c(OC)c3)C2C1 (centres undefined)
→ 20	6	1	.	-18	.	.	-5
> Nc1c(C(=O)O)sc2nc(-c3ccc(F)cc3)cc(-c3ccccc3)c12
→ -8	8	-1	1	6	-1	9	9
> CC(=O)N1[C@@H]2Cn3c(ccc(-c4cccnc4)c3=O)[C@H]1[C@@H](C(=O)NC1Cc3ccccc3C1)[C@@H]2CO
→ 7	-8	3	-3	13	.	-4[16.7 µM]	11
> COC(=O)Cc1ccc(NC(=S)NCc2ccc(OC)cc2)cc1
→ -17	0	3	-2	-12	14	-1	6
> CSc1ccccc1C(=O)Nc1nc2ccccc2c(=O)[nH]1
→ -100	-58	3	.	-34	4	.	15
> CCCNC(=O)[C@@H]1[C@@H](CO)[C@@H]2Cn3c(ccc(-c4ccncc4)c3=O)[C@H]1N2CC1CC1
→ 0	-2	.	2	-6	-8	-1[16.7 µM]	.
> CCOc1ccc(C(=O)Nc2nc3ccccc3[nH]2)cc1OCC
→ -25	-8	-2	.	-56	.	.	-15
> Cc1ccc(S(=O)(=O)N2CCCCC2CCNC(=O)C(=O)NCc2ccco2)cc1 (centres undefined)
→ .	?	10	-3	-1	-1	8	4
> CCCCC(=O)Oc1c(S(=O)(=O)c2ccc(C)cc2)c(C)nn1C(C)(C)C
→ 6	9	-5	-5	32	.	2	-1
> Cc1ccc(C)c(NC(=O)CSc2ccc(-c3ccco3)nn2)c1
→ -7	12	5	2	13	.	3	8
> O=C(Cc1ccccn1)N[C@H]1CC[C@@H](CCn2cc(-c3ccc(F)cc3)nn2)O[C@H]1CO
→ .	5	0	.	-1	-8	.	6
> CO[C@@H]1CN(C)C(=O)c2ccc(NC(C)=O)cc2OC[C@@H](C)N(C(=O)c2cnccn2)C[C@H]1C
→ .	4	.	.	-4	9	5[16.7 µM]	-5
> Cc1ccc2cccc(S(=O)(=O)N3CCCc4ccccc43)c2n1
→ 16	-1	1	0	-27	-1	59	-6
> O=c1cc(-c2ccccc2)[nH]n1-c1ccccc1
→ 9	-4	-1	-4	3	1	.	0
> CCCC#Cc1cnc2c(c1)C(=O)N([C@H](C)CO)C[C@H](C)[C@@H](CN(C)C(=O)Nc1cc(F)ccc1F)O2
→ .	6	0	7	-8	9	9[16.7 µM]	3
> COc1ccccc1NC(=S)NNC(=O)c1cc(C)n(C)n1
→ 5	.	3	-1	-14	8	-13	0
> CCCCN1C(=O)C(CC(=O)NCCN2CCOCC2)CC(C(=O)N2CCCCCC2)=C1C (centres undefined)
→ -11	7	-1	.	-11	.	.	-12
> CC1Cc2ccccc2N1C(=O)COC(=O)c1ccc([N+](=O)[O-])o1 (centres undefined)
→ -5	-2	47*	2	-13	.	.	5
> CC(C)N1CCN(Cc2cccn2-c2nccs2)CC1CCO (centres undefined)
→ 21	4	-3	-15	-13	-2	8	-2
> CCOc1ccc(-c2nnc3ccc(SCC(=O)Nc4nc5ccc(C)cc5s4)nn23)cc1
→ 18	3	0	.	14	.	.	-4
> COC(=O)C[C@@H]1CC[C@H]2[C@@H](COc3ccc(NC(=O)Nc4ccccc4C)cc3C(=O)N2C)O1
→ 7	-2	-1	-3	-5	3	-58[16.7 µM]	.
> O=c1cc(-c2ccccc2)ss1
→ -24	3	-3	-1	-6	3	-3	.
> C[C@H](CO)N1C[C@H](C)[C@@H](CN(C)C(=O)Nc2ccccc2)Oc2ncc(C3=CCCCC3)cc2C1=O
→ .	8	0	.	-20	2	-8[16.7 µM]	-12
> COc1ccc(NS(=O)(=O)c2cccc(C(=O)NCC3(N4CCOCC4)CCCCC3)c2)cc1
→ 19	5	0	-2	23	-4	2	-1
> CNC(=O)c1cc(S(=O)(=O)N2CC(C)OC(C)C2)ccc1N1CCOCC1 (centres undefined)
→ -7	8	0	-1	11	10	.	3
> COc1ccc(C(=O)NCc2ccc3c(c2)OCO3)c(OC)c1
→ -6	-8	0	-4	-6	-23	-1	-4
> O=[N+]([O-])c1cccc(C=NNc2ccccc2)c1
→ 2	-92	1	-2	-101	-1	17	-10
> O=C(Nc1cccnc1)c1ccc(S(=O)(=O)c2ccccc2)cc1
→ 12	-10	3	.	-4	.	.	-30
> C[C@@H]1CN([C@@H](C)CO)C(=O)Cc2cc(NC(=O)c3ccncc3)ccc2O[C@H]1CN(C)Cc1ccc(-c2ccccc2)cc1
→ 41	36	-2	2	18	-17	-32[16.7 µM]	.
> O=[N+]([O-])c1cccc(/C([O-])=C(/C(=S)Nc2cccc3ccccc23)[n+]2ccccc2)c1
→ 33	10	9	.	-17	.	.	-13
> CN1CCN(CCOc2cccc(Cl)c2)CC1
→ 14	.	.	1	.	13	-2	-10
> C[C@@H]1CN([C@H](C)CO)C(=O)Cc2cc(NS(=O)(=O)c3cn(C)cn3)ccc2O[C@H]1CN(C)C
→ 3	-3	1	-3	-9	2	-3[16.7 µM]	.
> C[C@@H]1CN([C@@H](C)CO)S(=O)(=O)c2ccc(-c3ccncc3)cc2O[C@@H]1CN(C)C(=O)Nc1ccc(F)cc1
→ .	1	1	1	3	-9	6[16.7 µM]	.
> CSc1ncnc2c1ncn2CCCNCc1ccccn1
→ -8	-1	3	0	.	-19	-4	0
> CNC(=O)c1cn(-c2ccccc2)c(=O)c2ccccc12
→ 19	.	.	-2	.	8	-2	11
> O=C(NCc1ccc(F)cc1)C1CCCN1C(=O)Nc1ccc(Cl)cc1 (centres undefined)
→ 12	-4	.	.	6	.	.	3
> CCOC(=O)C1(C)NC(c2ccco2)C2C(=O)N(CC)C(=O)C21 (centres undefined)
→ 12	0	0	.	37	-5	.	.
> CC(C)N(Cc1ccccc1)S(=O)(=O)N(C)C
→ -8	.	.	-3	.	-18	-3	9
> Cc1cc(NC(=O)CCC(=O)N(c2ccc(F)cc2)C(C(=O)NC2CCCC2)c2ccccc2)no1 (centres undefined)
→ 5	4	0	-1	-6	-6	1	-2
> O=C(C[C@H]1CC[C@H]2[C@@H](COC[C@H](O)CN2C(=O)Nc2ccc(Cl)c(Cl)c2)O1)NC1CCC1
→ 23	-8	3	-5	11	2	-9[16.7 µM]	-10
> N#Cc1c(NC(=O)c2cnn3cccnc23)sc2c1CCCC2
→ -62	-81	7	-1	-60	-4	-6	-12
> CC(=O)N1[C@H](CO)[C@H](c2ccccc2)[C@@H]1CN(C(=O)c1ccc(F)cc1)C(C)C
→ -7	3	6	-5	9	7	-58[16.7 µM]	-9

# (listing goes on)
# Each structure is followed by: PAX8 inh HTS	EWS-Fli inh	CASP6 VEID inh	Cneo AK release	LGR2 inh	PGC1a acetyl inh	miR122 inh	FN deposit inh
> O=C(OCC(=O)N1CCCCCC1)c1ccc(Cl)nc1
→ -35	3	3	0	-12	.	.	-9
> Cc1cccc(S(=O)(=O)N2CCCCN3[C@@H](CO)[C@H](c4ccc(C#CC5CC5)cc4)[C@@H]3C2)c1
→ -2	9	-4	2	16	-8	4[16.7 µM]	.
> O=C(CN(C1CCCCC1)S(=O)(=O)c1ccc(F)cc1)NC1CC1
→ .	1	0	0	2	5	.	.
> O=C(C1CC1)N1C[C@@H]2[C@H](c3ccccc31)[C@@H](CO)N2C(=O)Nc1cccc(F)c1
→ -4	-1	-1	1	2	1	40[16.7 µM]	2
> Cc1ccc(C2CC(c3ccco3)=NN2S(C)(=O)=O)cc1 (centres undefined)
→ -7	-29	-2	3	-50	.	6	0
> Oc1ccccc1/C=N/NC(=S)NC1CC2CC1C1C=CCC21 (centres undefined)
→ -31	-13	2	-3	-71	1	14	18
> CCOC(=O)CCCCCNC(=O)c1ccc(F)cc1F
→ -7	-4	4	-2	5	3	-3	-18
> CCC(=O)N1CC2(C1)[C@@H](c1ccccc1)[C@H](CO)N2CCC(F)(F)F
→ -8	3	-3	.	14	-2	.	.

# Ordered by length of the SMILES (falling): four of the compounds above
# Each structure is followed by: PAX8 inh HTS	EWS-Fli inh	CASP6 VEID inh	Cneo AK release	LGR2 inh	PGC1a acetyl inh	miR122 inh	FN deposit inh
> Cc1cccc(S(=O)(=O)N2CCCCN3[C@@H](CO)[C@H](c4ccc(C#CC5CC5)cc4)[C@@H]3C2)c1
→ -2	9	-4	2	16	-8	4[16.7 µM]	.
> CCC(=O)N1CC2(C1)[C@@H](c1ccccc1)[C@H](CO)N2CCC(F)(F)F
→ -8	3	-3	.	14	-2	.	.
> Cc1ccc(C2CC(c3ccco3)=NN2S(C)(=O)=O)cc1 (centres undefined)
→ -7	-29	-2	3	-50	.	6	0
> O=C(OCC(=O)N1CCCCCC1)c1ccc(Cl)nc1
→ -35	3	3	0	-12	.	.	-9
